Bioassay records (PubChem BioAssay)
FN deposit inh = fibronectin deposition inhibition. actives 0.086% (n = 350,000). inhibition, % at 12.6 µM. AH1F fibroblasts, Alexa488-fibronectin deposition fluorescence, overnight;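 active means mean inhibition across replicates of 30% or more, regardless of how many single replicates reach that level; inconclusive means mean under 30% yet at least half of replicates reach 30%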;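 further: positive control wells lacked labelled fibronectin entirely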
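Schedule: 1 h cell adhesion before compound, then overnight fibronectin incubation; test system: AH1F fibroblast monolayer depositing Alexa488-labelled fibronectin into matrix; quantity: 10000 AH1F cells per well; probe or stimulus: fluorescent fibronectin at 24 nM final; signal: fluorescence, ex 485 nm, em 525 nm; evaluation: percent inhibition as loss of matrix-bound fibronectin fluorescence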
LGR2 antag = Drosophila LGR2 receptor signaling inhibition | inhibition, % at 9.99 µM | HEK293 LGR2, CRE-luciferase, bursicon-stimulated, 4 h | actives 0.35% (n = 380,000);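 active means drop in luminescence signal, shown as inhibition above about 50% in the replicate tests, limit read from the data, passing the limit was not always enough; inconclusive means probably only some replicates passing the limit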;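 further: agonist challenge used bursicon conditioned medium at about half maximal strength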
Active calls of the source: *; ? = inconclusive. This is a subset (hit frequency here may not be typical).

[1] CCN(/N=C/c1ccccc1)c1cc(=O)n(C)c(=O)[nH]1
[2] COc1ccc(-c2nc(NC(=O)c3ccc(OCC(=O)N4CCOCC4)c(OC)c3)sc2C)cc1
[3] Cc1ccc2c(Cl)c(C(=O)NCCc3ccccc3)sc2c1
[4] Cc1ccc(NC(=O)COC(=O)/C=C/c2ccco2)cc1S(=O)(=O)N(C)C
[5] Cc1nc(NC(=O)CSc2nnc(-c3ccccc3)c(-c3ccccc3)n2)c(Cl)cc1Cl
[6] COc1cc(C(=O)NCc2ccc(F)cc2)cc(Cl)c1OC
[7] Cc1cc(NC(=O)CN2C(=O)NC3(CCCCC3C)C2=O)no1 (centres undefined)
[8] Cc1oc(-c2ccc3c(c2)OCCO3)cc1C(=O)O
[9] CCNC(=S)Nc1ccc2cn[nH]c2c1
[10] Cc1ccc(S(=O)(=O)N2CCN(CC(=O)N/N=C/c3cc([N+](=O)[O-])ccc3Cl)CC2)cc1
Screen / compound no.,1,2,3,4,5,6,7,8,9,10
FN deposit inh,1.6,-10.2,-8.0,3.1,0.1,6.1,-7.6,4.4,-1.5,1.0
LGR2 antag,8.3,36.7,-65.2,-9.4,-17.5,-9.5,3.3,?,-3.3,7.1

[11] O=C(CNC(=O)C1CCCCC1)Nc1ccccc1Cl
[12] CCn1c(SCC(O)c2ccccc2)nnc1-c1ccccc1 (centres undefined)
[13] Brc1ccc(N=C(c2ccccc2)c2ccncc2)cc1
[14] COc1ccc2[nH]c(N=Nc3ccccc3C)c(O)c2c1
[15] CCCCN(C(=O)CSc1nnc(-c2ccccc2)n1C)c1c(N)n(Cc2ccccc2)c(=O)[nH]c1=O
[16] O=S(=O)(Cc1cc(Cl)nc(-c2ccccc2)n1)c1ccccc1
[17] COC(=O)c1cc(OC)c(OC)cc1NC(=O)Cn1nnc(-c2ccccc2Cl)n1
[18] CC1=C(C(=O)OCCc2ccccc2)C(c2ccsc2)NC(=O)N1C (centres undefined)
[19] Cc1cccc(NC(=O)COC(=O)c2cccc3c2C(=O)c2ccccc2C3=O)c1C
[20] CCOC(=O)C1=C(c2ccc(OC)cc2)C(=O)c2ccccc2C1=O
Screen / compound no.,11,12,13,14,15,16,17,18,19,20
FN deposit inh,-3.3,1.1,-3.7,-5.9,1.5,7.2,5.5,-1.3,1.7,21.3
LGR2 antag,-9.3,-0.3,-6.0,-29.8,5.8,-1.3,-3.7,7.1,6.8,99.6*

Record cards (already shown). Values in the order: FN deposit inh, LGR2 antag
`COc1ccc2[nH]c(N=Nc3ccccc3C)c(O)c2c1` reads -5.9, -29.8
`Brc1ccc(N=C(c2ccccc2)c2ccncc2)cc1` reads -3.7, -6.0

Remaining list, next part:
[21] CCOC(=O)N1CCN(S(=O)(=O)c2ccc(F)c(C(=O)Nc3cc(C)cc(C)c3)c2)CC1
[22] CCC(C)NC(=O)COC(=O)c1csc2c1CCCC2 (centres undefined)
[23] Cc1ccc(-c2cc(N)on2)cc1
[24] Cc1cc(C)cc(OCC(=O)OC/C(O)=C(\C#N)c2nc3ccccc3[nH]2)c1
[25] Cc1cccc(Nc2nnc(SCC(=O)Nc3ncc(C(F)(F)F)cc3Cl)s2)c1C
[26] COc1ccc(OC)c(NC(=O)COC(=O)/C=C/c2ccc(Cl)cc2)c1
[27] Cc1ccc(S(=O)(=O)/N=C2/NC(=O)/C(=C/c3ccncc3)S2)cc1
[28] COc1ccc(CCNC(=O)c2ccccc2N(C)S(=O)(=O)c2ccccc2)cc1
[29] CCOc1ccc(/C=C/C(=O)NCCc2ccc(OC)c(OC)c2)cc1
[30] Cc1cc2oc(C(=O)Nc3ccc(S(=O)(=O)Nc4nccs4)cc3)cc(=O)c2cc1Cl
Screen / compound no.,21,22,23,24,25,26,27,28,29,30
FN deposit inh,1.6,9.5,-4.5,-2.0,7.0,2.0,0.6,-3.6,0.3,-2.6
LGR2 antag,-1.1,36.1,-11.8,-8.9,-15.8,4.9,8.5,-9.9,-1.2,4.8

[31] COc1ccccc1N1CCN(CC(O)COc2ccc3c(c2)OCO3)CC1 (centres undefined)
[32] CC(=O)N1CC[n+]2c(-c3ccc(Cl)cc3Cl)csc21
[33] CCCc1ccc(C(=O)NNC(=O)c2ccc(Cl)cc2)cc1
[34] COc1cc(NC(=S)N2CCN(c3ccccn3)CC2)cc(OC)c1
[35] COc1ccc(CC2(C)OC(c3ccc(C)cc3)=NN2C(C)=O)cc1 (centres undefined)
[36] OCCCNc1nc(-c2ccc(Br)cc2)nnc1-c1ccc(Cl)cc1
[37] CN(C)CCN(C(=O)/C=C/c1cccs1)c1nc2c(F)cc(F)cc2s1
[38] O=C(COC(=O)C1(c2ccccc2F)CCCC1)Nc1ncc(C(F)(F)F)cc1Cl
[39] CCOC(=O)C(Cc1ccccc1)NC(=O)CNC(=O)CNC(=O)OCc1ccccc1 (centres undefined)
[40] CCOC(=O)N1CCN(CC(O)COCc2cc(OC)c(OC)c(OC)c2)CC1 (centres undefined)
Screen / compound no.,31,32,33,34,35,36,37,38,39,40
FN deposit inh,12.6,-6.4,3.8,4.4,5.4,-7.3,5.8,-31.2,7.9,-1.1
LGR2 antag,-2.3,-5.3,-1.8,-14.5,-2.7,9.9,28.1,-5.7,9.0,2.6

[41] CCCCOC(=O)NC1(C)CCS(=O)(=O)C1 (centres undefined)
[42] Cc1sc(NC(=O)Cc2ccc3c(c2)OCO3)nc1-c1ccc2c(c1)CCN2C(=O)c1cccc(F)c1
[43] Cc1c(Cl)cccc1NC(=S)NCc1ccccc1Cl
[44] COCCn1c(SCc2nc3scc(-c4ccc(Cl)cc4)c3c(=O)[nH]2)nnc1-c1cccc(C)c1
[45] Cc1ccccc1-n1c(SCC(=O)c2c(N)n(C)c(=O)n(C)c2=O)nc2sc3c(c2c1=O)CCCC3
[46] NS(=O)(=O)c1ccc(NC(=O)c2cc(-c3cccs3)nc3ccccc23)cc1
[47] Cc1cccc(NC(=O)C2CCN(S(=O)(=O)c3c(C)[nH]c(=O)[nH]c3=O)CC2)c1
[48] Cc1ccc(CN2CCN(CC(=O)N=Nc3c(O)[nH]c4ccccc34)CC2)cc1
[49] C/C(=N\NC(=O)c1ccccc1)c1cc2cc([N+](=O)[O-])ccc2oc1=O
[50] COc1cc2cnc(Cl)nc2cc1OC
Screen / compound no.,41,42,43,44,45,46,47,48,49,50
FN deposit inh,6.0,-10.1,-2.4,-2.0,-4.6,4.5,3.0,1.7,-0.3,3.2
LGR2 antag,-5.5,-13.9,0.3,21.8,13.5,-5.0,-2.8,14.5,-9.4,-18.2

[51] CC1=C(C(=O)OCCNC(=O)c2cccnc2)C(c2cccc([N+](=O)[O-])c2)C(C(=O)OCCN(C)C)=C(C)N1 (centres undefined)
[52] CCOC(=O)c1c(NC(=O)CN2C(=O)NC3(CCC(C)CC3)C2=O)sc(C)c1-c1ccc(C)cc1 (centres undefined)
[53] COc1ccccc1C1CC(c2ccc(Br)cc2)=NN1C(=O)c1cccnc1 (centres undefined)
[54] O=C(CSc1nnc(-c2cccnc2)s1)Nc1cccc(C(=O)O)c1
[55] COc1cccc(C(=O)N/N=C/C(Br)=C/c2ccccc2)c1
[56] CCN(CC)C(C)C(=O)Nc1c2c(cc3c1CCC3)CCC2 (centres undefined)
[57] COc1ccc(C(=O)Nc2cccc(-c3cc4ccccc4oc3=O)c2)cc1[N+](=O)[O-]
[58] Cc1ccccc1CS(=O)(=O)CCC(=O)NCCN1CCN(c2cccc(Cl)c2)CC1
[59] O=C1CCN(C2CCN(Cc3nc(Cc4ccccc4F)no3)CC2)CCN1
[60] Cc1nnc(SCC(=O)N2c3ccccc3C(C)(c3ccccc3)CC2(C)C)s1 (centres undefined)
Screen / compound no.,51,52,53,54,55,56,57,58,59,60
FN deposit inh,1.7,3.8,-0.9,3.5,2.4,-8.9,2.5,0.5,-1.6,1.7
LGR2 antag,-11.9,-9.1,5.2,0.9,-50.6,-13.3,-8.3,-21.3,21.1,12.7

[61] Cc1cccc(C)c1OCC(=O)Nn1c(COc2ccccc2)nc2ccccc2c1=O
[62] Cc1cc(C(=O)COC(=O)c2ccc[nH]c2=O)c(C)n1-c1ccc(Br)cc1
[63] O=C(Cc1cccs1)N/N=C/c1ccco1
[64] Cc1ccnc2nc(C(=O)OCC(=O)NCCc3ccccc3)nn12
[65] C/C(CC(=O)Nc1ccc(Cl)c(C(F)(F)F)c1)=N\NC(=O)c1cccc(O)c1
[66] CC1(C)CC(=O)C2=C(C1)N(N1CCOCC1)C(N)=C(C#N)C2c1cccs1 (centres undefined)
[67] C/C(CC(=O)Nc1ccc(N(C)C)cc1)=N\NC(=O)c1cnccn1
[68] CCC(C(=O)Nc1ccccc1)c1ccccc1 (centres undefined)
[69] Cc1c(C(=O)NCc2cccs2)oc2ccccc12
[70] O=C(CN(c1ccc(Cl)cc1)S(=O)(=O)c1ccc(Cl)c([N+](=O)[O-])c1)NCCc1ccc(F)cc1
Screen / compound no.,61,62,63,64,65,66,67,68,69,70
FN deposit inh,0.3,0.9,-1.7,-1.8,-8.0,5.2,-11.1,2.9,0.0,3.4
LGR2 antag,-11.2,-26.9,0.8,-11.3,8.4,2.2,1.2,-11.2,-25.3,15.0

[71] COc1ccc2nc(/N=C(\N)NC(=O)N3c4ccccc4Sc4ccccc43)nc(C)c2c1
[72] COc1ccc(NC(=O)c2cc3c(s2)CCC(C)C3)cc1S(=O)(=O)N1CCOCC1 (centres undefined)
[73] CCN(CC(=O)NC1CCS(=O)(=O)C1)S(=O)(=O)c1ccc(C)c(C)c1 (centres undefined)
[74] Cc1ccc(N2C(=O)CC(Sc3nc(-c4ccccc4)c4cc(Cl)ccc4n3)C2=O)c(C)c1 (centres undefined)
[75] Cc1cc2nnc(SCC(=O)Nc3cc(S(=O)(=O)N4CCOCC4)ccc3Cl)n2c2ccccc12
[76] COC(=O)C1=C(C)N(CCc2ccccc2)C(=O)/C1=C\c1ccco1
[77] Cc1ccc2oc(=O)c(/C=C(\O)CC(C)C)nc2c1
[78] CC(C)NCCCCOc1cccc(Br)c1
[79] CCOC(=O)C(NC(=O)CCl)(Nc1sc(C)c(CC)c1C#N)C(F)(F)F (centres undefined)
[80] CCCCOc1ccc(/C=C/C2=CC(C)(C)NC(=S)N2)cc1OCC
Screen / compound no.,71,72,73,74,75,76,77,78,79,80
FN deposit inh,0.4,17.0,3.1,5.7,0.4,1.9,-8.6,-0.4,-6.1,-20.0
LGR2 antag,4.7,22.4,1.8,-1.9,-8.0,24.5,-8.6,-1.6,7.3,19.4

[81] CCO/N=C(\C)c1c(O)c2ccccc2n(C)c1=O
[82] Cc1ccc(C)c(NC(=O)C(Sc2nncn2C)c2ccccc2)c1 (centres undefined)
[83] Cc1ccc(NC(=O)COC(=O)CCNS(=O)(=O)c2ccc(C)c(C)c2)cc1
[84] O=c1[nH]c(C2CCCCC2)nc2ccccc12
[85] COc1ccc(NC(=O)Cn2c(=O)n(-c3ccc(OC)cc3OC)c(=O)c3c(C)c(C)sc32)cc1
[86] Cc1ccc2nc(C)c3c(c2c1)COC3
[87] CC(C)(C)NCc1cc(Br)ccc1OCc1cccs1
[88] COc1ccc(N(CC(O)Cn2c(C)nc3ccccc32)S(=O)(=O)c2ccc(C)cc2)cc1 (centres undefined)
[89] O=C(Cc1ccccc1)Nc1ccc(C(=O)NCC2COc3ccccc3O2)cc1 (centres undefined)
[90] CC1CCCN(S(=O)(=O)c2ccccc2[N+](=O)[O-])C1 (centres undefined)
[91] COc1cc(/C=N/NC(=S)NCc2ccccc2)ccc1OCC#N
[92] CCCCCCCCNC(=O)CC(NS(=O)(=O)c1ccc(NC(C)=O)cc1)C(C)C (centres undefined)
Screen / compound no.,81,82,83,84,85,86,87,88,89,90,91,92
FN deposit inh,-3.6,1.5,-0.3,1.2,-6.4,9.3,0.0,-4.8,1.2,4.4,0.5,-0.4
LGR2 antag,-2.6,10.0,6.3,-18.1,20.0,10.0,-5.9,3.6,-21.4,-7.7,-9.1,-3.3

From compound 85 up to 91, copied from above:
[85] COc1ccc(NC(=O)Cn2c(=O)n(-c3ccc(OC)cc3OC)c(=O)c3c(C)c(C)sc32)cc1
[86] Cc1ccc2nc(C)c3c(c2c1)COC3
[87] CC(C)(C)NCc1cc(Br)ccc1OCc1cccs1
[88] COc1ccc(N(CC(O)Cn2c(C)nc3ccccc32)S(=O)(=O)c2ccc(C)cc2)cc1 (centres undefined)
[89] O=C(Cc1ccccc1)Nc1ccc(C(=O)NCC2COc3ccccc3O2)cc1 (centres undefined)
[90] CC1CCCN(S(=O)(=O)c2ccccc2[N+](=O)[O-])C1 (centres undefined)
[91] COc1cc(/C=N/NC(=S)NCc2ccccc2)ccc1OCC#N
Screen / compound no.,85,86,87,88,89,90,91
FN deposit inh,-6.4,9.3,0.0,-4.8,1.2,4.4,0.5
LGR2 antag,20.0,10.0,-5.9,3.6,-21.4,-7.7,-9.1
